Assay outcomes deposited in PubChem by several laboratories.
PKA-R2B act = PKA-R2B complex activation; P22694+P31323; PKA-R2B holoenzyme dissociation, Cy5-IP20 fluorescence polarization; R2B truncated from residue 108, S112A mutant; 0% DMSO only, 100% 113 µM cGMP; activation, % at 11.4 µM; 340,000 tested, 0.079% active;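 active means activation above a cutoff set at the mean over all compounds plus 3 SD, cut at about 18% in these data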;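 further: higher means more holoenzyme dissociation and a rise in polarization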
Target sequence (P31323 whole entry, looked up, other chains not shown, the tested form may be a part): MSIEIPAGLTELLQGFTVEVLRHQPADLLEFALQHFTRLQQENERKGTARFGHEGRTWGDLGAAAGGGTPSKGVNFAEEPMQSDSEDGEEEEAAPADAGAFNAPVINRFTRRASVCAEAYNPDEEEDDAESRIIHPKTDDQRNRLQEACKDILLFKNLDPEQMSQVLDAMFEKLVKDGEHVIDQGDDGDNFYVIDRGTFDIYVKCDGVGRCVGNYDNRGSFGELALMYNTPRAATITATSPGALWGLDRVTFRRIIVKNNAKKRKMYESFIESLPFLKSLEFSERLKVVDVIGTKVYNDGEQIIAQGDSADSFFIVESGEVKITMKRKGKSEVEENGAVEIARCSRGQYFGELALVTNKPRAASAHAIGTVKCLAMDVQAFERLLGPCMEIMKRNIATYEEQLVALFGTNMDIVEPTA
AddAB inh = less growth of phage-infected E. coli with AddAB; E. coli expressing H. pylori AddAB, absorbance growth; inhibition, % at 11.9 µM; 330,000 tested, 0.29% active; AID 435030; in the data active means inhibition above about 12%;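 further: 0% = vehicle wells of infected cells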
Ecoli viability = bacterial growth inhibition, counter-screen for AddAB inhibitors; E. coli V3065 growth, OD600 absorbance, 18 h; inhibition, % at 11.9 µM; 330,000 tested, 0.27% active; AID 449728;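 active means inhibition above the campaign's mean inhibition across all tested compounds plus 3 SD, cut at about 9.9% in these data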;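 further: uninfected addAB+ strain grown without phage in ampicillin broth; 0% = DMSO wells and 100% = ciprofloxacin 0.95 µg/ml wells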
CDK5 inh = inhibitors of human CDK5/p35 kinase. inhibition, % at 10 µM. 330,000 tested, 0.01% active. Q00535+Q15078. Recombinant CDK5/p35, ADP-Glo luminescence, 60 min;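 active means highest replicate inhibition of at least 50% and at least 75% of replicates reaching 50%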;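 further: plate controls were DMSO neutral control for no effect and GW8510 at 10 µM for full effect; many of its hits are not listed in these tables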
HTR5A inv ag = inverse agonist of human HTR5A in OPRM1-OPRD1 counter-screen; P47898; inhibition, % at 9.3 µM; 340,000 tested, 0.083% active; HTR5A cell line, luminescence, inverse agonism; in the data active means inhibition mostly above about 23%, no sharp cut-off; inactive means mostly below about 18%;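 further: 0% = cells with DMSO and 100% = no-cell wells with DMSO; some compounds called inactive have numbers as strong as hits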
phage Ecoli inh = E. coli growth loss with phage present; 360,000 tested, 0.26% active; inhibition, % at 11.9 µM; growth absorbance; in the data active means inhibition above about 11%
HTR5A ag ctr = HTR5A agonism, opioid heterodimer counter-screen | 340,000 tested, 0.61% active | P47898 | HTR5A agonist assay, luminescence, cell-based | activation, % at 9.3 µM; in the data active means activation mostly above about 9.5%, no sharp cut-off; inactive means mostly below about 7.6%;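 further: 0% = cells with vehicle only and 100% = reference agonist; strong numbers were not always called active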
Mot1-301 SUMO = inhibitors of SUMOylation pathway: yeast Mot1-301 growth rescue. growth rescue, % at 18.8 µM. 320,000 tested, 1% active. S. cerevisiae Mot1-301 growth rescue, ATP luminescence, 38.5C; percent above DMSO median, 100 means doubled;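 active means every valid replicate shows activation above 250% relative to neutral control wells; inactive means the rest, any valid replicate at or below 250%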;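 further: OY570 slx delta 5 strain wells were the positive control but not used for scaling; some compounds called inactive have numbers as strong as hits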
DAGLB inh = blocks human DAGLB lipase activity; 340,000 tested, 0.059% active; Q8NCG7; inhibition, % at 5.17 µM; HEK293T DAGLB membrane lysate, EnzChek fluorogenic substrate; in the data active means inhibition above about 34%;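 further: 0% = enzyme with vehicle and 100% = wells lacking enzyme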
Target sequence (Q8NCG7 whole entry, looked up): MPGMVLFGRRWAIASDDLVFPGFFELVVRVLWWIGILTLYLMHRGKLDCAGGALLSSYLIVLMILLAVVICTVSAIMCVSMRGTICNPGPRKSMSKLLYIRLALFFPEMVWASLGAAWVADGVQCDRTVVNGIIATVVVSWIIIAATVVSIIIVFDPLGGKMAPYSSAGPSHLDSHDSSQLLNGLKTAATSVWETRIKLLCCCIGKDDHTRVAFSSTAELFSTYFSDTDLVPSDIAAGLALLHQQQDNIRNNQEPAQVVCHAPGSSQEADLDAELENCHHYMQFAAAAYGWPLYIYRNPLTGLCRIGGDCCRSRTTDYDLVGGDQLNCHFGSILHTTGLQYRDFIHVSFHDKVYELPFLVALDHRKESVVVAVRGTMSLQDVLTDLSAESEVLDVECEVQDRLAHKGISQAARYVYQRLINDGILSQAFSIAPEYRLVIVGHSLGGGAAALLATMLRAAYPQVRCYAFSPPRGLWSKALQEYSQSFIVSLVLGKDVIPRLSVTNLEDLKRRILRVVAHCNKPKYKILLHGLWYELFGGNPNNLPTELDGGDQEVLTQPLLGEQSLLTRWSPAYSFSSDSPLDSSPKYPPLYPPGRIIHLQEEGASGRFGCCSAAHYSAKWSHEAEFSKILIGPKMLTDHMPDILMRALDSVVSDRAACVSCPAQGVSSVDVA
PKA-R1A activ = activates the PKA-R1A holoenzyme complex | AID 504707 | PKA-R1A dissociation, Cy5-IP20 fluorescence polarization; scaled: DMSO 0%, 113 µM cGMP 100% | activation, % at 11.4 µM | 340,000 tested, 0.083% active | P00514+P68181;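 active means percent activation above the mean of all tested compounds plus 3 SD, cut at about 19% in these data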;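 further: higher means more PKAc released from R1A so a rise in polarization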
Tat export inh = E. coli Tat transport inhibition; E. coli MC4100 TorA-mCherry Tat export, fluorescence; inhibition, % at 10 µM; 340,000 tested, 0.036% active; AID 488895;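 active means mean replicate inhibition at least 50% and at least half of replicates individually reaching 50%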;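 further: exported cargo escapes ClpAP degradation while cytoplasmic cargo is degraded and loses fluorescence; 0% = median of neutral control wells and 100% = median of NaSCN control wells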
Active calls of the source: *; x = not tested or not shown.

SMILES	PKA-R2B act	AddAB inh	Ecoli viability	CDK5 inh	HTR5A inv ag	phage Ecoli inh	HTR5A ag ctr	Mot1-301 SUMO	DAGLB inh	PKA-R1A activ	Tat export inh
CCOc1ccccc1NC(=O)C(NCCc1ccc(OC)cc1)c1ccccc1 (stereo unspecified)	0.5	x	x	-3.1	8.8	1.3	-3.4	-14.0	-7.4	-5.8	1.9
O=S(=O)(c1ccc2c(c1)OCCCO2)N1CCNCC1	-0.7	-2.3	-2.6	-1.0	-2.3	1.7	0.7	-28.7	-3.2	1.8	-3.2
Cc1ccc(NC(=O)CSc2nnc(-c3ccccc3C)o2)cc1C	-2.9	-0.8	-2.4	0.9	8.9	2.6	-0.7	1.7	-5.9	-13.0	3.0
CCOc1ccccc1C1C(C(N)=O)=C(C)Nc2nc(-c3cccc(C)c3)nn21 (stereo unspecified)	-2.5	3.9	-2.2	0.1	-2.5	2.5	5.3	-22.0	0.2	0.2	-1.9
Cc1ccsc1/C=C1/NC(=O)N(Cc2ccc(F)cc2)C1=O	5.2	-1.0	-0.3	-3.5	12.6	1.8	3.5	0.0	3.4	-11.4	-0.1
CCCn1c(SCC(=O)N2CCCc3ccccc32)nnc1-c1ccccn1	-1.8	2.4	0.5	-0.8	-8.1	-0.2	2.9	0.0	0.2	-4.6	-5.2
COc1ccc(CC(CC(=O)O)C(=O)Nc2ccc(Cl)c(Cl)c2)cc1 (stereo unspecified)	3.4	2.7	1.0	0.3	7.0	-1.0	-1.9	-16.4	1.6	-8.3	-14.6
Cc1cn([C@H](C(=O)NCCCCCCCCCCC(=O)N2CCN(C(=O)OC(C)(C)C)CC2)[C@@H](C)O)nn1	14.6	2.0	0.0	0.0	-13.4	0.6	1.6	98.2	2.4	-9.6	3.1
FC(F)(F)c1nnc2ccc(NCc3ccccc3)nn12	-5.9	2.8	1.3	-4.7	-0.2	6.0	0.1	2.4	-1.6	-4.6	-0.5
Cc1ccccc1C(NC(N)=O)c1ccccc1 (stereo unspecified)	7.6	1.4	-0.8	-3.0	4.8	x	-0.5	4.7	-1.8	-5.3	-1.8
COc1ccc(CC(=O)Nc2cc(S(=O)(=O)N3CCOCC3)ccc2N2CCCC2)c(OC)c1	-16.8	x	x	-0.7	-17.0	2.1	2.9	x	-1.7	-5.6	3.4
COc1ccc(CNc2oc(COc3ccccc3Cl)nc2C#N)cc1	3.0	1.0	0.3	0.8	-22.1	3.0	8.0	-15.9	-1.1	-14.2	-7.4
N#CC(c1nc2ccccc2nc1N1CCCC1)S(=O)(=O)c1cccs1 (stereo unspecified)	2.0	-1.4	-1.1	0.0	-1.7	-1.0	0.6	-8.0	2.5	-0.3	-0.2
O=C(O)c1cccc(COc2ccc(CO)cc2Cl)c1	2.2	1.4	0.1	-2.2	-12.9	3.4	-0.7	11.6	1.8	6.8	9.8
O=C1CSC(c2ccc([N+](=O)[O-])cc2)N1C1CCCCC1 (stereo unspecified)	7.7	-2.0	0.8	-0.2	1.0	2.6	-0.4	-11.8	-3.5	4.9	3.7
CCCOc1cc(N)ccc1C(=O)OCCN(CC)CC	-2.4	-1.8	-1.1	-0.9	-2.0	4.1	0.6	-3.0	2.8	2.2	5.2
CCc1nc(SCC(=O)NC2CCCC2)c2oc3ccccc3c2n1	1.9	1.3	1.0	1.6	9.4	1.9	1.4	-21.5	1.8	-0.3	-8.1
Cc1nn(C)c(C(=O)Nc2c(C)nn(Cc3c(F)c(F)c(F)c(F)c3F)c2C)c1Br	3.6	x	x	-1.9	17.5	1.5	1.5	8.2	-2.0	1.2	-6.9
CNC(=S)NNC(=O)c1oc2nc(-c3ccccc3)cc(C)c2c1N	-2.9	0.2	-2.5	-0.3	25.0	0.1	1.7	69.3	-0.6	-5.0	-2.2
O=C1c2cccc3c(N4CCCCC4)ccc(c23)C(=O)N1c1ccc(O)cc1	-5.2	0.0	0.6	1.1	-2.8	1.9	-4.0	-13.7	-17.7	5.2	7.4
CCOC(=O)CSc1nc(N)c(C#N)c(CC(C)C)c1C#N	-12.1	1.4	0.3	5.7	-7.4	1.2	2.8	112.2	1.9	7.8	-1.3
Cc1cc(=O)oc2c(CN3CCC(C)CC3)c(O)c(Cl)cc12	3.8	1.2	1.2	-0.8	-15.1	-0.3	3.8	-17.2	-2.9	-14.1	12.2
Cc1cc(-c2nnc(SCC(=O)c3ccc(Cl)cc3)o2)no1	3.3	0.2	0.1	1.1	-1.4	4.4	0.6	4.1	-1.8	-6.6	-9.0
CCCCn1nnc(NC(=O)c2ccc(-c3cccc(Cl)c3)o2)n1	0.6	3.1	2.4	0.9	-1.5	x	0.5	-0.1	0.6	-2.4	5.2
COc1ccc2c(CC(=O)OCC(=O)N(C)c3c(N)n(Cc4ccccc4)c(=O)[nH]c3=O)coc2c1	1.8	x	x	0.4	-9.6	0.8	3.9	x	-4.8	-9.8	-4.6

Next records
SMILES	PKA-R2B act	AddAB inh	Ecoli viability	CDK5 inh	HTR5A inv ag	phage Ecoli inh	HTR5A ag ctr	Mot1-301 SUMO	DAGLB inh	PKA-R1A activ	Tat export inh
O=C(NC1CCCCC1)C(c1ccc(F)cc1)N(Cc1cccs1)C(=O)CN1C(=O)c2ccccc2S1(=O)=O (stereo unspecified)	-4.3	1.2	-1.0	1.8	-5.3	3.1	3.1	-6.1	2.6	-2.3	-6.4
O=C(O)/C=C/C(=O)N(CC1CCCO1)C1CC(=O)N(c2c(Cl)cccc2Cl)C1=O (stereo unspecified)	0.2	1.4	2.1	-1.2	4.0	2.3	-1.4	-9.2	1.5	-11.8	2.7
O=C(O)c1ccc(Cl)c(S(=O)(=O)Nc2ccccc2C(=O)Nc2ccc(Cl)cc2)c1	5.8	1.7	-1.1	-2.7	9.9	2.6	-4.1	-15.7	12.8	-6.3	-1.0
CN1C(=O)/C(=C/c2ccccc2OCc2cccc(F)c2)N(C)C1=S	-3.0	-0.7	-2.2	1.2	15.5	-0.1	2.2	-13.7	-10.1	-5.7	-4.1
Oc1ccc(C=NC2CCCCC2)cc1	11.3	1.0	-0.4	-1.1	-10.7	-0.3	2.9	-7.6	1.4	4.0	0.9
COCCCn1c(=O)c2ccccc2n2c(=S)[nH]nc12	2.0	-2.7	-2.4	0.7	3.5	0.2	-1.0	-4.6	0.8	7.6	-1.6
CCN(CCCNS(=O)(=O)c1ccc2c(c1)oc(=O)n2C)c1cccc(C)c1	2.6	3.7	-2.3	0.1	0.2	1.8	-0.1	-27.3	2.7	-5.4	0.3
CCOc1cccc2sc(N(CCCN(C)C)C(=O)c3ccc(C(=O)c4ccccc4)cc3)nc12	-16.2	1.5	0.0	-0.8	9.0	-0.4	-0.5	-14.5	-1.1	-0.7	4.9
CCC(=O)OCc1c(C(F)(F)F)nn(C)c1Sc1ccc(Cl)cc1	6.2	2.3	1.1	-1.9	-10.3	3.5	3.8	3.1	-11.7	-0.3	6.4
Cc1ccsc1/C=C1\CCC(C2CCCC2)C1=O (stereo unspecified)	2.8	-2.8	-3.0	-0.4	-6.9	1.2	2.2	-2.0	-11.7	-9.2	1.7
O=C(Nc1nc(-c2ccc(Cl)s2)cs1)c1ccco1	-1.9	-0.8	-1.0	-2.8	1.9	1.5	-0.7	14.5	-7.8	0.4	3.6
CCCCCCCC1CC(CSC(=N)N)OC1=O (stereo unspecified)	-2.2	3.6	2.6	0.4	-28.0	4.8	10.9	12.4	-1.4	5.4	-1.5
COC(=O)c1c(NC(=O)C2C3CCC(C3)C2C(=O)O)sc2c1CCCCC2 (stereo unspecified)	-11.3	0.8	-0.6	-0.9	9.7	4.1	3.1	1.8	5.4	-2.2	-1.0
Cc1ccc(CN2CCSc3ccc(C(=O)NC4CCN(Cc5ccccc5)CC4)cc32)cc1	-4.7	4.9	1.3	0.9	-4.2	3.8	1.8	-4.3	-2.5	-1.0	-1.4
CCCOP(=O)(OCCC)C1(Nc2ccc(C)cc2)CCCCC1	-2.2	-1.4	1.2	-0.4	-15.1	1.3	6.0	4.7	-1.1	-3.0	7.0
OC(COc1ccccc1)CSc1ncn[nH]1 (stereo unspecified)	15.2	1.7	0.7	0.3	11.0	2.1	-3.4	-8.0	-1.0	1.6	4.8
COc1cccc(C(=O)Nc2nc3ccccc3s2)c1	-16.6	4.7	1.6	-0.3	-20.2	0.0	-1.7	20.1	0.2	2.5	12.8
COc1ccc(N2CC(C(=O)Nc3ccc4c(c3)OCO4)CC2=O)cc1 (stereo unspecified)	-0.1	0.1	1.6	-0.8	-2.0	3.9	3.3	-6.0	3.5	-9.6	5.5
COC(=O)c1ccc(NC(=S)N2CCN(Cc3ccc(Cl)cc3)CC2)cc1	-2.3	1.7	-1.3	0.8	-9.3	3.0	1.6	9.8	-1.0	-7.1	-5.1
CCOc1ccccc1C(C(=O)NC1CCCCC1)N(C(=O)c1csnn1)C1CC1 (stereo unspecified)	0.0	2.3	-0.1	-1.7	-35.9	0.9	12.6	6.7	0.1	-1.4	-6.9
COc1cc(-c2cc(-c3ccccc3)nc(SCC(=O)Nc3nccs3)c2C#N)cc(OC)c1OC	-2.3	-0.8	-0.6	0.5	-29.8	-1.3	2.1	10.5	2.0	-2.8	-2.5
O=[N+]([O-])c1cc(S(=O)(=O)N2CCCC2)ccc1NN=C1CCCCC1	5.0	4.0	-0.3	0.3	7.7	0.9	-2.1	2.4	2.2	-0.8	10.4
COc1cccc(N2CCN(CC(=O)c3c(C)[nH]c4ccccc34)CC2)c1	-11.6	0.3	2.1	-2.1	-16.2	x	5.0	9.3	2.9	-1.1	-6.9
CCCCN(Cc1nc2ccccc2c(=O)[nH]1)C(=O)COc1ccc(F)cc1Cl	0.4	2.9	0.7	1.0	-15.5	1.2	6.3	-2.8	0.7	3.7	-2.4
O=C(NCC1CCCCC1)c1ccc(Br)o1	-5.4	3.0	0.8	0.1	1.8	0.9	1.0	15.1	-0.9	-3.5	-9.2
COc1ccc(-c2cc(C(F)(F)F)nc(SCC(=O)NCc3cnn(C)c3C)n2)cc1OC	3.3	0.2	-0.1	-2.3	5.5	0.1	3.0	24.2	-3.0	-3.2	-5.2
CCCCNC(=O)C(=O)c1ccccc1NC(C)=O	-14.3	-1.1	-2.0	-0.8	-10.3	2.8	3.7	-1.2	-3.7	15.2	11.3
COc1cc(C2C(C(=O)c3ccc(C)o3)=C(O)C(=O)N2CCN2CCOCC2)ccc1OCCC(C)C (stereo unspecified)	3.5	x	x	-2.0	-15.7	5.3	6.3	x	2.0	-5.1	-7.8
O=S(=O)(NCCc1ccccc1)c1cccs1	1.7	2.9	-5.9	-0.1	-10.9	0.2	3.8	-3.3	2.2	1.2	0.7

3 of the entries above in order of their number in PKA-R2B act, smallest number first:
SMILES	PKA-R2B act
O=C(NCC1CCCCC1)c1ccc(Br)o1	-5.4
CCOc1ccccc1C(C(=O)NC1CCCCC1)N(C(=O)c1csnn1)C1CC1 (stereo unspecified)	0.0
CCN(CCCNS(=O)(=O)c1ccc2c(c1)oc(=O)n2C)c1cccc(C)c1	2.6
